Bim-Bcl-W = inhibitors of Bim binding to Bcl-W, primary screen, biochemical, multiplexed, bead-based flow cytometry; Bim peptide-Bcl-W binding; inhibition, % at 10 µM; 190,000 compounds, 0.02% hits;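 also: 0% = bound tracer without compound and 100% = peptide blocker; higher means less fluorescent Bim peptide bound to Bcl-W beads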
Target sequence (Q92843 whole entry, looked up): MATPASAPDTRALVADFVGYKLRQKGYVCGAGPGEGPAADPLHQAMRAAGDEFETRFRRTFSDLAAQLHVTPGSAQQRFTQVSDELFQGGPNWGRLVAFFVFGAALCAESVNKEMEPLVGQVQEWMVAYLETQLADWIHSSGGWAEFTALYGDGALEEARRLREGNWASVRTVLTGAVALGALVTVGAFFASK
RGS7-Gao reg = RGS7-Galphao binding modulators, primary screen, biochemical, multiplexed bead flow cytometry; Guanine nucleotide-binding protein G(o) subunit alpha (Homo sapiens), P09471; actives lie on both sides; binding response (% of control), % at 10 µM; 220,000 compounds, 0.35% hits; in the data active = binding response below about 49% or above about 150%; inconclusive = no clear call, values can overlap the other calls; inactive = in between;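 also: fluorescent Galphao held in activated GDP-AlF4 state binding bead-coupled RGS7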
ABCG2 block = ABCG2 efflux pump inhibitors, primary screen, multiplex with ABCB1, IgMXP3 cells, flow cytometry. Broad substrate specificity ATP-binding cassette transporter ABCG2 (Homo sapiens), Q9UNQ0. JC-1 efflux. inhibition, % at 6.6 µM. 190,000 compounds, 0.1% hits;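 active = inhibition above 80%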;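 also: 0% = DMSO and 100% = nicardipine control wells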
Target sequence (Q9UNQ0 whole entry, looked up): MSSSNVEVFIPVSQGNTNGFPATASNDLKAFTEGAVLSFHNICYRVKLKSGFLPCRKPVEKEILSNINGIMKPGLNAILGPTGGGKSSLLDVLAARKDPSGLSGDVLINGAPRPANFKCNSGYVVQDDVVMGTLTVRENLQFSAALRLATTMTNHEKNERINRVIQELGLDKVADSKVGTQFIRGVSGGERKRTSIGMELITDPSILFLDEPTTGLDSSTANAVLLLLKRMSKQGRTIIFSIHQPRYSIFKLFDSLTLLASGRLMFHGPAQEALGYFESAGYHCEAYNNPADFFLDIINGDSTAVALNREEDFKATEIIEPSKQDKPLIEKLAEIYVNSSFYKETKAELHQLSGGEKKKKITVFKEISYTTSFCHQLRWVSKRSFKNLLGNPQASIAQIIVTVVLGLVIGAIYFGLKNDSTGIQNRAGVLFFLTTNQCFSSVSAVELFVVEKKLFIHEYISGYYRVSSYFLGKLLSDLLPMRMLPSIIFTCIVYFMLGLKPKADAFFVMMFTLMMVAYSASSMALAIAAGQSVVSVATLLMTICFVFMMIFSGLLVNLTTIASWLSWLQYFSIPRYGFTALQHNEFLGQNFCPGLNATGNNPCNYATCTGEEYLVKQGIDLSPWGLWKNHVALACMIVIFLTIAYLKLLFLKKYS
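Measure – % inhibition of efflux relative to nicardipine and DMSO · Test system – ABCG2 IgMXP3 and barcoded ABCB1 CCRF-Adr cell mix · Control set – nicardipine as high control, DMSO as low control · Compound – one concentration, 6.6 µM final · Signal – flow cytometry of retained JC-1 fluorescence · Timing – 10 min exposure at 25 °C with rotation, no wash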
Bim-Bcl-2 = inhibitors of Bim-Bcl-2 binding, primary screen, biochemical, multiplexed, human Bcl-2 family; Apoptosis regulator Bcl-2 (Homo sapiens), P10415; Bead-based flow cytometry, Bim peptide-Bcl-2 binding; inhibition, % at 10 µM; 190,000 compounds, 0.06% hits; AID 950, 2007; in the data active = inhibition above about 40%; inconclusive = no clear call, values can overlap the other calls;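 also: 0% = no compound wells with probe peptide and 100% = reference peptide inhibitor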
Target sequence (P10415 whole entry, looked up): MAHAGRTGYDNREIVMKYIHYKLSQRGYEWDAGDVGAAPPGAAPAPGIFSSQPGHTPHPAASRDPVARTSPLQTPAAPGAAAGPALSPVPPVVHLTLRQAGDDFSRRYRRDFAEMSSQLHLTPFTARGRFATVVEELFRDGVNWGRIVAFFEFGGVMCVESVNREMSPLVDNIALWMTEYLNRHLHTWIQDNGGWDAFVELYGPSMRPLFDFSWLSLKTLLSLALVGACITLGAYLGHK
Bim-Bfl-1 = inhibitors of Bim binding to Bfl-1, primary screen, biochemical, multiplexed, bead-based flow cytometry | inhibition, % at 10 µM | Bim-Bfl-1 binding inhibition | Bcl-2-related protein A1 (Homo sapiens), Q16548 | 190,000 compounds, 0.12% hits;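 also: 0% = wells without compound plus tracer and 100% = blocker peptide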
ABCB1 inh = ABCB1 efflux pump inhibitors, primary screen, cell-based, multiplex, flow cytometry, ABCG2 counter-screen. ATP-dependent translocase ABCB1 (Homo sapiens), P08183. CCRF-Adr cells, JC-1 efflux. inhibition, % at 6.6 µM. 190,000 compounds, 0.067% hits. AID 1326, 2008; in the data active = inhibition above about 40%;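 also: 0% = vehicle and 100% = reference inhibitor; higher value means more JC-1 retained so stronger ABCB1 efflux block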
Bim-Bcl-XL = inhibitors of Bim-Bcl-XL binding, primary screen, biochemical, multiplexed, bead flow cytometry, human Bcl-XL; 190,000 compounds, 0.04% hits; Bim peptide-Bcl-XL binding, fluorescence; AID 1007, 2008; inhibition, % at 10 µM
RGS4-Gao reg = modulators of RGS4 binding to Galphao, primary screen, biochemical, multiplexed bead flow cytometry. actives lie on both sides. binding response (% of control), % at 10 µM. AID 1415, 2008. 220,000 compounds, 0.33% hits; in the data active = binding response below about 49% or above about 150%; inactive = in between;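 also: fluorescent Galphao activated with aluminum fluoride binding bead-coupled RGS4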
Bcl-B Bim block = inhibitors of Bim-Bcl-B binding, primary screen, biochemical, multiplexed, human Bcl-2 family; bead-based flow cytometry, Bim peptide-Bcl-B binding; inhibition, % at 10 µM; 190,000 compounds, 0.073% hits;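 also: 0% = tracer peptide without compound and 100% = reference inhibitor peptide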
RGS8-Gao = RGS8-Galphao binding modulators, primary screen, biochemical, multiplexed bead flow cytometry; Guanine nucleotide-binding protein G(o) subunit alpha (Homo sapiens), P09471; actives lie on both sides; response (percent of control binding), % at 10 µM; 220,000 compounds, 0.34% hits; in the data active = response below about 60% or above about 140%; inactive = in between;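 also: Galphao activated as the GDP aluminium fluoride complex binding bead-coupled RGS8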
Mcl-1 Bim block = inhibitors of Bim peptide binding to Mcl-1, primary screen, biochemical, bead-based flow cytometry, multiplex; Induced myeloid leukemia cell differentiation protein Mcl-1 (Homo sapiens), Q07820; Bim peptide-Mcl-1 binding; inhibition, % at 10 µM; 190,000 compounds, 0.1% hits;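 also: 0% = no compound tracer wells and 100% = peptide blocker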
An asterisk follows results filed as active; ? = inconclusive. Rule as the data show it, unless noted: active = inhibition above about 40%.

canonical_smiles	Bim-Bcl-W	RGS7-Gao reg	ABCG2 block	Bim-Bcl-2	Bim-Bfl-1	ABCB1 inh	Bim-Bcl-XL	RGS4-Gao reg	Bcl-B Bim block	RGS8-Gao	Mcl-1 Bim block
CCOC(=O)C(NCCc1ccccc1F)(NC(=O)CC)C(F)(F)F (stereo not drawn)	0.0	102.3	20.9	0.0	-3.0	-0.3	0.0	99.8	-3.0	102.1	-1.0
O=C(Nc1nnc(-c2ccco2)o1)c1ccc2ccccc2c1	-6.0	100.2	-0.8	-5.0	-3.0	-0.5	-6.0	104.2	-10.0	104.0	-7.0
Cc1ccc(-c2nn3nnnc3c3ccccc23)cc1C	2.0	100.7	2.0	3.0	4.0	0.5	0.0	98.0	1.0	104.3	2.0
Cc1cc(C(=O)OCC(=O)N2CCOCC2)c2ccccc2n1	0.0	98.2	1.1	-4.0	-7.0	-0.1	-4.0	99.5	-5.0	98.0	0.0
Cc1noc(C)c1COc1ccc(C(=O)OCC(=O)c2ccc3c(c2)OCCO3)cc1	1.0	100.1	3.3	-2.0	4.0	0.2	2.0	99.6	2.0	98.2	-4.0
Cc1cc(NC(=O)c2cc(-c3ccc(Br)cc3)on2)no1	1.0	101.9	0.1	0.0	-3.0	0.1	0.0	101.4	0.0	101.6	0.0
COc1cc(NC(=S)NC(=O)c2ccc(C(C)(C)C)cc2)ccc1NC(=O)c1cccs1	-4.0	89.3	0.3	-5.0	-5.0	0.3	-9.0	92.4	-6.0	96.2	-6.0
COC(=O)c1ccccc1NC(=S)NC(=O)COc1ccccc1Cl	-3.0	101.6	1.9	-2.0	-1.0	0.6	-2.0	104.8	-4.0	103.1	-1.0
COc1ccccc1N(C(=O)c1snc(C(N)=O)c1N)C(C(=O)NCCC(C)C)c1ccco1 (stereo not drawn)	-2.0	99.6	2.4	0.0	1.0	1.1	-2.0	104.8	0.0	103.3	-1.0
COc1ccc(CCNC(=O)c2ccc(CSc3ccccc3)o2)cc1	-4.0	104.8	1.3	-1.0	-8.0	0.4	-3.0	97.4	-4.0	100.3	-2.0
CCC(C)(C(=O)NC1CCCCC1)N(C(=O)CC1NC(=O)NC1=O)c1c(C)n(C)n(-c2ccccc2)c1=O (stereo not drawn)	0.0	101.0	0.3	-2.0	-5.0	0.4	-1.0	101.8	-3.0	102.2	0.0
Cc1ccc2nc(SCCC#N)nc(C)c2c1	-2.0	92.2	2.4	-2.0	-2.0	0.0	0.0	88.3	0.0	99.2	-2.0
CCOc1ccc(-c2nn(-c3ccccc3)cc2/C=C2\SC(=S)N(C3CCS(=O)(=O)C3)C2=O)cc1 (stereo not drawn)	-2.0	105.0	0.1	1.0	0.0	0.0	2.0	100.8	-12.0	100.2	-5.0
Cn1c(SCc2nc3ccccc3s2)nnc1-c1cccs1	-5.0	99.0	4.9	-5.0	-7.0	1.0	-8.0	95.2	-16.0	97.8	-7.0
Brc1ccc(OCc2nc(-c3ccccn3)n[nH]2)cc1	0.0	100.3	3.7	-7.0	-15.0	-0.3	-6.0	100.9	-8.0	101.6	-1.0
CSc1ncccc1C(=O)OCC(=O)NCc1ccc2c(c1)OCO2	0.0	101.9	4.4	-1.0	-3.0	0.3	-4.0	94.7	-2.0	98.5	-2.0
COc1ccc(C(=O)NCCSCc2ccc(C)cc2)cc1	-2.0	97.5	5.3	-14.0	-14.0	0.7	-22.0	105.1	-11.0	102.0	-6.0
CC1CCCN(C(=O)COc2ccc(Nc3ccccc3)cc2)C1 (stereo not drawn)	0.0	?	5.4	-2.0	-1.0	0.0	0.0	99.3	-4.0	99.6	-3.0
CSc1nc2nccc(/C=C\c3ccccc3)n2n1	16.0	103.0	4.6	2.0	6.0	0.4	16.0	103.6	13.0	105.6	8.0
COc1cccc(OCc2ccc(C(=O)NCC3CCCO3)cc2)c1 (stereo not drawn)	5.0	99.1	2.4	1.0	2.0	0.4	-2.0	96.1	0.0	98.6	0.0
CC(C)NC(=O)COc1nncc2ccccc12	0.0	99.5	0.2	1.0	-4.0	0.6	0.0	100.9	-3.0	99.1	-2.0
CCN(CC)S(=O)(=O)c1ccc2oc(C(=O)NC(C)C)c(C)c2c1	-1.0	97.4	93.7*	0.0	-1.0	8.7	-1.0	100.2	0.0	101.2	1.0
O=C(CSc1nnc(COc2ccc(Br)cc2)o1)N1CCOCC1	-3.0	99.9	2.3	-6.0	-7.0	0.4	0.0	102.4	-4.0	103.2	0.0
COc1ccc(-c2nc3ccccc3c(=O)n2CCOc2ccc(C)cc2C)cc1	-5.0	99.4	18.7	-13.0	-12.0	0.8	-10.0	100.1	-13.0	101.5	-7.0
CC(=O)N1N=C(c2ccc(Br)cc2)CC1c1cn(C)c2ccccc12 (stereo not drawn)	0.0	86.8	0.5	-4.0	-12.0	0.1	-8.0	87.8	-8.0	91.6	-1.0
Cc1ccc(OCCSc2nc(NC(C)C)nc(NC(C)C)n2)cc1	-1.0	96.9	3.2	-8.0	-5.0	0.5	-3.0	96.1	-4.0	97.6	-6.0
CCN(C(=O)CSc1ncccc1C(=O)O)C1CCCCC1	0.0	?	0.0	-2.0	-5.0	-0.1	0.0	103.0	-4.0	103.7	-1.0
CN1CCN(CCNC(=O)Nc2ccc([N+](=O)[O-])cc2)CC1	-1.0	?	-0.8	-6.0	-6.0	-0.7	-4.0	102.8	-5.0	104.7	-3.0
COc1ccccc1C(=O)NCCc1nc2ccccc2[nH]1	4.0	98.2	2.0	-2.0	-6.0	0.3	-3.0	103.3	-3.0	103.3	2.0
C[C@@H](C(=O)Nc1ccc2ccccc2c1)[C@H]1C[C@]1(C)[C@H](NS(=O)(=O)c1ccc(-c2ccccc2)cc1)c1ccccc1	-4.0	98.1	3.0	-1.0	-2.0	0.3	-6.0	93.4	-11.0	91.4	-5.0

Structural class, the compounds so far with an NH in an aromatic ring (two)
canonical_smiles	Bim-Bcl-W	RGS7-Gao reg	ABCG2 block	Bim-Bcl-2	Bim-Bfl-1	ABCB1 inh	Bim-Bcl-XL	RGS4-Gao reg	Bcl-B Bim block	RGS8-Gao	Mcl-1 Bim block
Brc1ccc(OCc2nc(-c3ccccn3)n[nH]2)cc1	0.0	100.3	3.7	-7.0	-15.0	-0.3	-6.0	100.9	-8.0	101.6	-1.0
COc1ccccc1C(=O)NCCc1nc2ccccc2[nH]1	4.0	98.2	2.0	-2.0	-6.0	0.3	-3.0	103.3	-3.0	103.3	2.0

Next structures
canonical_smiles	Bim-Bcl-W	RGS7-Gao reg	ABCG2 block	Bim-Bcl-2	Bim-Bfl-1	ABCB1 inh	Bim-Bcl-XL	RGS4-Gao reg	Bcl-B Bim block	RGS8-Gao	Mcl-1 Bim block
CCCCCn1c(CN2CCN(Cc3ccccc3)CC2)nc2c1c(=O)[nH]c(=O)n2C	-2.0	96.6	4.5	-6.0	-9.0	0.8	-11.0	99.5	-7.0	101.0	0.0
Cc1cc(C(=O)Nc2ccccc2C(=O)N2CCCCC2)ccc1[N+](=O)[O-]	0.0	101.8	13.8	-1.0	-3.0	1.6	0.0	101.0	-6.0	102.9	-3.0
CC1Cc2ccccc2N1c1ncnc(N)c1[N+](=O)[O-] (stereo not drawn)	-4.0	100.4	-0.4	-1.0	3.0	0.1	-2.0	104.0	-1.0	102.2	-2.0
Nc1nc(-c2ccc3c(c2)NC(=O)CO3)cs1	2.0	100.8	-0.6	-8.0	-9.0	-0.2	0.0	96.7	-7.0	98.7	-1.0
CC(Sc1nnc(Cc2cccs2)n1C1CCCCC1)C(N)=O (stereo not drawn)	-4.0	100.5	5.8	-1.0	0.0	1.5	-5.0	101.3	-5.0	100.4	-2.0
Cc1ccc(NC(=O)CC2S/C(=N/N=C/c3c[nH]c4ccccc34)NC2=O)cc1 (stereo not drawn)	28.0	109.2	-4.8	25.0	42.0*	0.9	33.0	105.9	27.0	106.0	25.0
CCOCCCn1c(-c2ccc(Cl)cc2)n[nH]c1=S	-4.0	101.6	-0.1	-4.0	0.0	-0.2	-4.0	100.3	-19.0	98.2	-6.0
COc1ccc(Cl)cc1NC(=O)[C@@H]1CCCN1C(=O)c1cccs1	8.0	90.9	13.4	0.0	1.0	1.1	1.0	96.0	6.0	89.1	25.0
COCCNC(=O)c1ccccc1NC(=O)Cc1ccccc1[N+](=O)[O-]	-6.0	122.6	0.1	-3.0	-5.0	0.2	-4.0	118.0	-7.0	112.0	-2.0
CCn1c(COc2ccc(Cl)cc2)nnc1SCc1nc2ccccc2[nH]1	-2.0	98.7	3.8	0.0	-4.0	-5.1	-1.0	95.5	-5.0	98.5	-1.0
CC(=O)n1c2c(c3ccccc31)OC(N)=C(C#N)C2c1cccc(Cl)c1Cl (stereo not drawn)	-4.0	102.2	38.5	-3.0	-3.0	0.6	-3.0	99.6	-8.0	99.4	-2.0
CC(=O)CSc1nc2ccc(Nc3nc(N4CCOCC4)nc(N4CCOCC4)n3)cc2s1	-5.0	105.0	6.0	1.0	4.0	1.4	-4.0	103.4	-5.0	103.1	-4.0
O=C(CSc1nc(O)cc(=O)n1-c1ccccc1)Nc1ccc(Br)cn1	11.0	?	-4.6	3.0	7.0	-1.2	3.0	94.0	9.0	97.9	-1.0
Cc1cc(C)n2nc(SCC(=O)N(C)C)nc2n1	0.0	101.0	0.4	-9.0	-13.0	-0.1	-5.0	101.7	-9.0	99.5	-5.0
CCOc1cc(/C=N/NC(=O)c2cccnc2)ccc1OCC(N)=O	-3.0	105.7	2.3	-2.0	-7.0	0.5	-3.0	107.1	-3.0	104.0	-1.0
CC1(C)NC(=O)N(CC(=O)OCC(=O)Nc2cccc(F)c2)C1=O	1.0	105.0	2.3	-6.0	-14.0	0.2	-7.0	103.4	-6.0	102.0	-2.0
CC(=O)N1CC(=O)N(Cc2ccccc2)/C(=C/c2ccccc2)C1=O	0.0	?	2.6	-2.0	-3.0	0.7	1.0	100.3	-2.0	103.4	0.0
S=C(Nc1ccc2nsnc2c1)N1CCCC1	-1.0	107.9	1.7	-4.0	-3.0	0.1	-3.0	98.7	-6.0	103.0	-1.0
CCCC(=O)NC(=S)Nc1ccccc1F	-4.0	98.4	-0.3	-1.0	-2.0	-0.1	-1.0	100.3	0.0	103.1	-2.0
CCOC(=O)c1[nH]c2ccc(OCC)cc2c1NC(=O)CN1CCCC(C)C1 (stereo not drawn)	0.0	106.4	1.8	-3.0	-2.0	0.5	0.0	102.5	0.0	102.6	1.0

Screening data: PubChem BioAssay, NMMLSC

Rows are unselected; any-hit rate near 0.94%.
